# High-throughput results (PubChem)
# MazF activator: activators of E. coli MazEF toxin-antitoxin RNase, primary screen, biochemical, fluorescence, uHTS; Endoribonuclease toxin MazF (Escherichia coli (strain K12)), P0AE70; FAM/BHQ RNA-DNA oligo cleavage fluorescence, 5 h; activation, % at 20 µM; actives 0.32% (n = 350,000); in the data active = activation above about 50%
# Target sequence (P0AE70 whole entry, looked up): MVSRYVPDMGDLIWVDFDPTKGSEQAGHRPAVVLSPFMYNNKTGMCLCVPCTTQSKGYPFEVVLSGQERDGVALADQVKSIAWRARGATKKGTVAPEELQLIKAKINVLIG
# CCHFV vOTU inh: CCHFV vOTU protease inhibitors, primary screen, biochemical, Pep-AMC substrate, fluorescence. inhibition, % at 11.5 µM. actives 0.55% (n = 370,000). AID 651958, 2012; note: 0% = vehicle wells with enzyme and 100% = no enzyme wells
# GDH-TPI inh: GDH-TPI coupling enzyme inhibitors, primary screen, artefact control for M. tuberculosis FBA inhibitor project, biochemical, absorbance, full deck. GDH-TPI coupled enzyme counterscreen, NADH absorbance. inhibition, % at 4.8 µM. actives 1.2% (n = 360,000). AID 588335, 2011;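 note: 0% = DMSO wells and 100% = wells lacking the enzyme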
# Mtb UGM inh: M. tuberculosis UGM enzyme inhibitors, primary screen, biochemical, fluorescence polarization, single point; UDP-galactopyranose mutase (Mycobacterium tuberculosis (strain ATCC 25618 / H37Rv)), …; purified UGM, fluorescence polarization probe displacement; inhibition, % at 10 µM; actives 0.06% (n = 320,000); AID 504406, 2011; in the data active = inhibition above about 10%, passing the limit was not always enough; inconclusive = no clear call, values can overlap the other calls
# Target sequence (P9WIQ1 whole entry, looked up): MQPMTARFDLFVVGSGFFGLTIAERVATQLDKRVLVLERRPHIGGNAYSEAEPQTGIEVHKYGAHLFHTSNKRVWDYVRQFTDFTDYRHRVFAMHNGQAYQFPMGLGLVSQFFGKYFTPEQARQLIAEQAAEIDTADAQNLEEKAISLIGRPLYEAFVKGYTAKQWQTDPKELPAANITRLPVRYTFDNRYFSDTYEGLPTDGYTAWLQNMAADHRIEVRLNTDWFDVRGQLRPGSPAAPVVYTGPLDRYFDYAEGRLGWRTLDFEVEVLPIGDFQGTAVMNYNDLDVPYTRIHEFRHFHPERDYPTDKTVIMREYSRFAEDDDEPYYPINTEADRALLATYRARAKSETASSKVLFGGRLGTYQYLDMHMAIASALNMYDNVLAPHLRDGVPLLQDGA
# DUSP3 inh: VHR1 phosphatase inhibitors, primary screen, biochemical, absorbance, uHTS; recombinant VHR phosphatase, pNPP absorbance; actives 0.52% (n = 290,000); inhibition, % at 13.3 µM; Dual specificity protein phosphatase 3 (Homo sapiens), P51452; in the data active = inhibition above about 50%; note: some compounds called inactive have numbers as strong as hits
# Target sequence (P51452 whole entry, looked up): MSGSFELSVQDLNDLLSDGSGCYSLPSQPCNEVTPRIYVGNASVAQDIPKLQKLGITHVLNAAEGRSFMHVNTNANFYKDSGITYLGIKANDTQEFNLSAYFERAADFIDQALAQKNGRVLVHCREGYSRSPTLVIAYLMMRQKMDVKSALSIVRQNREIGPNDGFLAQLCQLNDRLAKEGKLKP
# Rv3671c inh: Rv3671c serine protease inhibitors, primary screen, biochemical, fluorescence polarization, M. tuberculosis H37Rv; inhibition, % at 5.96 µM; actives 0.048% (n = 320,000); AID 2606, 2010; in the data active = inhibition above about 38%;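 note: extracellular domain of Rv3671c used as enzyme; 0% = enzyme with DMSO and 100% = no enzyme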
# FadD28 binding: inhibitors of FadD28 bisubstrate probe binding, primary screen, biochemical, fluorescence polarization, single point; inhibition, % at 12.5 µM; actives 0.22% (n = 360,000); Mycobacterium tuberculosis FadD28 fatty-acid-AMP ligase; AID 588549, 2011; in the data active = inhibition above about 8.5%, passing the limit was not always enough; inconclusive = no clear call, values can overlap the other calls
# BoNT F protease: BoNT/F light chain protease inhibitors, primary screen, biochemical, flow cytometry, MLPCN library; actives 0.22% (n = 360,000); Botulinum neurotoxin type F light chain protease (Clostridium botulinum); Multiplex microsphere protease cleavage assay; inhibition, % at 10 µM; in the data active = inhibition above about 35%, passing the limit was not always enough; inconclusive = no clear call, values can overlap the other calls; note: plate controls were buffer without enzyme for full effect and enzyme alone for no effect
# FBA Mtb inh: Mtb FBA enzyme inhibitors, primary screen, biochemical, fluorescence, strain H37Rv; Fructose-bisphosphate aldolase (Mycobacterium tuberculosis (strain ATCC 25618 / H37Rv)), …; purified M. tuberculosis FBA, fluorescence read-out; inhibition, % at 1 µM; actives 2.3% (n = 360,000); AID 588726, 2011; in the data active = inhibition above about 27%;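 note: 0% = vehicle and 100% = reference inhibitor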
# Target sequence (P9WQA3 whole entry, looked up): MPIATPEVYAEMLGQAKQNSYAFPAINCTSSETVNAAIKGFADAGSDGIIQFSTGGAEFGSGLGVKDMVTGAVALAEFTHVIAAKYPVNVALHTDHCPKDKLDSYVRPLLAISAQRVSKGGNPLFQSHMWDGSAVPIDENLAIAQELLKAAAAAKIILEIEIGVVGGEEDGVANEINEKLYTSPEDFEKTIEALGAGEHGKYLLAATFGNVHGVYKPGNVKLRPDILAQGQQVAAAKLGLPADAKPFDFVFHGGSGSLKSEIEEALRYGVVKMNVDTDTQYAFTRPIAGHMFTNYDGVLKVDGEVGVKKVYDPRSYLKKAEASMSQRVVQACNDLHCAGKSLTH
# Mtb BioA inh: M. tuberculosis BioA enzyme inhibitors, primary screen, biochemical, plate reader, single point, HTS; 7,8-diaminopelargonic acid synthase BioA (Mycobacterium tuberculosis); purified M. tuberculosis BioA enzyme; inhibition, % at 9.99 µM; actives 0.096% (n = 360,000); in the data active = inhibition above about 40%; inconclusive = no clear call, values can overlap the other calls
# Active calls of the source: *; ? = inconclusive; . = no result given. Cut-off read from the data, not from the text of the source, unless noted: active = inhibition above about 30%; inactive = the rest.
SMILES,MazF activator,CCHFV vOTU inh,GDH-TPI inh,Mtb UGM inh,DUSP3 inh,Rv3671c inh,FadD28 binding,BoNT F protease,FBA Mtb inh,Mtb BioA inh
CCCC12CN3CC(C)(CN(C1)C3c1ccc(OC(C)C)cc1)C2=O (stereo not drawn),-2,4,5,2.2,19,-2,0.6,.,2,2.9
CCCCCCN1C[C@@H](n2cc(C3CC3)nn2)[C@H](O)C[C@@H]1c1ccc(C)cc1,2,21,1,.,.,.,-4.9,2,-6,-0.5
Cn1c(=O)c2c(nc(SCc3ccccc3)n2Cc2ccc(Cl)cc2)n(C)c1=O,-5,4,7,1.1,9,8,-0.4,-17,0,-3.3
COc1cc(C(=O)OCC(=O)Nc2ccccc2)cc2c1OCCO2,3,9,10,.,.,.,-1.9,0,1,-2.0
CC(=O)c1cc2c(cc1NC(=O)CSc1nc3ccc(C)cc3[nH]1)OCO2,6,6,16,-0.3,26,-12,-2.7,2,2,3.0
Cc1ccc(N2CC(C(=O)Nc3cccc(C(=O)NC4CC4)c3)CC2=O)cc1 (stereo not drawn),4,-8,-2,-0.3,.,-7,0.2,-2,0,-1.2
COc1ccc(C(c2nnnn2CCc2ccccc2)N2CCN(C3CCCC3)CC2)cc1OC (stereo not drawn),0,12,14,1.8,42,0,-0.4,-8,-1,-4.8
O=C(CN(C(=O)CCC(=O)Nc1nccs1)c1ccc2c(c1)OCO2)NCc1ccccc1,-5,3,-1,0.2,-4,6,-1.7,6,-3,.
O=C1C(C=NCC2CCCO2)=C(O)c2ccccc21 (stereo not drawn),1,9,21,-0.8,1,-16,-2.7,-2,2,0.3
COc1ccc(CCNS(=O)(=O)c2cn(C)c(=O)n(C)c2=O)cc1,10,6,4,-2.4,7,2,-2.2,-1,-1,-1.4
Cc1cc(C)c2c(NC(=S)NC(=O)c3ccccc3)n[nH]c2n1,3,12,-7,1.2,14,2,-5.3,-2,-2,-0.4
O=c1nc(Oc2ccccc2)nc2ncccn12,10,5,0,.,.,.,0.0,-4,2,.
Cc1ccc(C(=O)Cn2c(-c3ccccc3)noc2=O)cc1,8,1,2,-1.3,10,7,-1.2,-5,3,-0.7
COc1cc2c3c(c1)c(C1=NC(=S)NC1=O)c(O)n3C(C)(C)C=C2C,30,2,0,-2.9,24,9,-2.6,-1,-1,-0.6
CCOC(=O)C1=C(O)/C(=C/c2ccc(-c3ccccc3C(=O)O)o2)SC1=Nc1ccc(C)cc1,-40,5,23,.,.,.,-1.6,-9,-5,2.1
Cc1cc(NC(=O)CN2CCN(S(=O)(=O)c3ccc4ccccc4c3)CC2)no1,12,4,11,-0.8,8,-12,-4.1,0,-2,.
COC(=O)c1ccccc1NC(=O)C1CCN(C(=O)N2CCOc3ccccc32)CC1,-4,-3,-5,0.8,-2,-3,-3.7,1,0,0.1
Cc1nc(C)c(C(=O)C2=C(O)C(=O)N(CCN(C)C)C2c2cccs2)s1 (stereo not drawn),-1,19,5,2.1,8,-3,-2.8,-5,-5,0.3
CCOc1cc(S(=O)(=O)N(CC)CC)ccc1F,2,-13,14,-1.5,-12,1,0.1,4,2,.
COc1cc(F)ccc1S(=O)(=O)N1CCN(Cc2ccccc2)CC1,7,-10,-4,1.1,-8,2,-4.7,?,-2,1.3
NC(=O)c1ccccc1N/C=C/C(=O)c1cccs1,-6,-18,13,-0.7,39,0,-0.6,2,17,4.0
O=C1CCCc2nc(N3CCN(C(=O)c4ccco4)CC3)ncc21,-15,0,11,4.8,10,0,-2.9,6,2,6.9
CCCC1S/C(=N/N=C/c2ccc(OC)cc2)N(Cc2ccccc2)C1=O (stereo not drawn),-2,12,20,-2.8,-10,-13,1.7,-22,5,0.6
CCO[C@@H]1OC(C(=O)NC2CC2)=C[C@H](c2ccc(Br)cc2)[C@H]1CCCO,-1,-1,3,0.4,19,0,-2.6,-4,0,1.6
C#CCN(C[C@H]1[C@H](OC(=O)NCc2ccccc2F)[C@H](OC(=O)NCc2ccccc2F)C[C@H]2C(=O)N(c3ccccc3)C(=O)[C@@H]12)S(=O)(=O)c1ccc(C)cc1,-4,9,8,.,.,.,0.6,4,2,-4.8

# A different layout for some results above:
Structure	MazF activator	CCHFV vOTU inh	GDH-TPI inh	Mtb UGM inh	DUSP3 inh	Rv3671c inh	FadD28 binding	BoNT F protease	FBA Mtb inh	Mtb BioA inh
COc1cc2c3c(c1)c(C1=NC(=S)NC1=O)c(O)n3C(C)(C)C=C2C	30	2	0	-2.9	24	9	-2.6	-1	-1	-0.6
CCOC(=O)C1=C(O)/C(=C/c2ccc(-c3ccccc3C(=O)O)o2)SC1=Nc1ccc(C)cc1	-40	5	23	.	.	.	-1.6	-9	-5	2.1

# (further entries)
SMILES,MazF activator,CCHFV vOTU inh,GDH-TPI inh,Mtb UGM inh,DUSP3 inh,Rv3671c inh,FadD28 binding,BoNT F protease,FBA Mtb inh,Mtb BioA inh
COc1cc(C(O)c2nc(-c3cccc(C(=O)O)c3)cs2)ccc1F (stereo not drawn),.,2,4,.,.,.,-3.7,-5,-3,-0.7
CC(C)CC(=O)NC1(C(F)(F)F)C(=O)Nc2c1c(=O)n(C)c(=O)n2C (stereo not drawn),11,11,5,-3.5,-4,-3,-0.1,-7,0,-2.0
COC(=O)c1sc(NC(=O)c2ccco2)c(C#N)c1C,-1,14,0,-1.3,21,4,1.7,-6,2,-1.7
NC(=O)C1CCN(Cc2nc3c(Br)cc(Br)cc3c(=O)[nH]2)CC1,-2,3,9,.,5,5,-3.8,13,1,.
c1ccc(Nc2scc(-c3ccccc3)[n+]2Cc2ccco2)cc1,2,-2,6,2.8,22,1,-0.1,-2,0,.
COc1ccc(NC(=O)C2CCCN2C(=O)NCc2ccccc2)cc1 (stereo not drawn),1,-7,2,1.0,-6,5,-0.1,-1,4,.
Fc1cccc2sc(Nc3nc4c(F)cccc4s3)nc12,-5,2,17,2.5,8,-4,-0.3,6,16,.
COc1ccc(C2C(=O)N(C3CCCCC3)CC(=O)N2CC2COc3ccccc3O2)cc1 (stereo not drawn),-1,-6,4,-1.9,26,-1,-0.9,7,0,1.0
Cc1c(C(=O)NCC2CCCO2)oc2ccc(S(=O)(=O)N3CCCCC3)cc12 (stereo not drawn),13,-4,-1,0.1,4,2,0.8,1,1,-0.2
CCSc1ncnc2c1oc1ccccc12,6,0,-10,0.8,-8,-8,-2.8,10,-1,-1.2
O=C(OCCN1CCCCC1)c1cccc(F)c1,-1,-9,4,-2.0,8,3,2.3,-13,1,-0.9
COc1cc(OC)cc(C(=O)Nc2ccc3c(c2)COC3=O)c1,0,9,1,2.0,0,-6,-14,1,0,-0.4
COc1ccc(OC(=O)CCN2C(=O)C3C4C=CC(C4)C3C2=O)cc1 (stereo not drawn),8,15,0,0.5,23,-1,-0.4,2,-2,.
CCCC(=O)N1CCCC1(C)C(=O)NCc1c(F)ccc(C)c1F (stereo not drawn),.,16,5,.,.,.,-3.8,2,-3,-0.2
O=C(CSc1nncn1-c1ccccc1)Nc1ccccc1F,6,21,-8,-2.4,16,-16,.,0,0,.
S=C(Nc1ccc2c(c1)OCO2)N1CCN(Cc2ccco2)CC1,-3,-11,7,1.3,5,-2,-1.1,-12,4,.
CCN(CC)C(=O)CCCC(=O)N(CC)CC,5,-11,-3,3.4,9,2,0.4,-2,0,.
CC(C)C[C@H]1CNC(=S)N1CC1CCN(CCC23CC4CC(CC(C4)C2)C3)CC1,11,23,8,.,.,.,-5.0,-8,-2,2.5
c1ccc(C(c2nnnn2C2CCCC2)N2CCN(c3ccccc3)CC2)cc1 (stereo not drawn),-3,2,11,0.2,12,10,0.4,13,7,-4.5
Cn1c(=O)n(C)c2cc(S(=O)(=O)Nc3ccccc3)ccc21,6,-1,-1,1.1,21,-2,-0.6,-7,3,.
O=[N+]([O-])/C(N=Nc1ccccc1)=N\Nc1ccccc1,-5,-7,3,-0.7,24,-5,-2.5,2,1,.
Cc1ccc(-n2c(N)c(C#N)c(-c3ccc(Cl)cc3)c(C#N)c2=O)cc1,-1,10,15,1.0,21,-5,-2.1,0,4,-0.8
COc1ccccc1N1CC(C(=O)Nc2ccc3c(c2)OCO3)CC1=O (stereo not drawn),15,2,7,1.1,6,5,-5.2,4,-1,.
Cc1cc(C)cc(NC(=O)Cc2ccc(S(=O)(=O)N3CCCC3)s2)c1,-6,4,0,-0.7,.,-7,-2.5,5,5,1.1
COc1cc(/C=C/C(=O)N2CCN(c3n[nH]c(=O)[nH]c3=O)CC2)cc(OC)c1OC,1,4,13,-0.9,4,5,-2.1,-2,3,-5.5

# The list goes on; the last three above are carried over.
SMILES,MazF activator,CCHFV vOTU inh,GDH-TPI inh,Mtb UGM inh,DUSP3 inh,Rv3671c inh,FadD28 binding,BoNT F protease,FBA Mtb inh,Mtb BioA inh
COc1ccccc1N1CC(C(=O)Nc2ccc3c(c2)OCO3)CC1=O (stereo not drawn),15,2,7,1.1,6,5,-5.2,4,-1,.
Cc1cc(C)cc(NC(=O)Cc2ccc(S(=O)(=O)N3CCCC3)s2)c1,-6,4,0,-0.7,.,-7,-2.5,5,5,1.1
COc1cc(/C=C/C(=O)N2CCN(c3n[nH]c(=O)[nH]c3=O)CC2)cc(OC)c1OC,1,4,13,-0.9,4,5,-2.1,-2,3,-5.5
C=C(C)c1sc(-c2ccc(Cl)cc2)nc1C,5,5,19,1.1,.,7,-0.7,-3,3,-4.7
Cc1c(C(=O)N2CCCC2)sc(NC(=O)c2ccc(Cl)cc2)c1C#N,-7,5,25,-0.6,5,-11,2.4,2,-1,.
CCc1ccc(OCC(=O)OC(C)C(=O)NC2CC2)cc1 (stereo not drawn),1,11,2,1.6,5,-9,0.1,-12,-1,-0.6
CC12CCC(c3c1nc1ccccc1[n+]3[O-])C2(C)C (stereo not drawn),2,8,1,-0.1,-8,-4,-1.4,-2,-3,.
COC(=O)CS(=O)(=O)c1cccc2cccnc12,-1,-6,-1,2.3,-3,3,-2.3,-7,2,.
CC(C)(C)c1ccc(C(=O)C2CCCN(C(=O)CCn3cncn3)C2)cc1 (stereo not drawn),-2,-4,8,-2.6,18,-7,1.3,2,-1,0.4
N#CC1C(=O)NC(c2ccccc2)=CC1c1ccccc1 (stereo not drawn),7,-2,4,.,.,.,.,-13,7,-0.1
CC(=O)Nc1ccc(C=NNC(=O)C2CC2)cc1,7,-10,9,.,.,.,-3.4,-2,-4,-0.2
Cc1ccccc1CS(=O)(=O)Cc1ccc(C(=O)NC2CCCC2)o1,10,12,9,-0.5,-9,-1,-0.6,6,-2,9.6
CCC(C(=O)OC)n1c(-c2ccccc2)nc2ccccc2c1=O (stereo not drawn),-10,14,5,1.4,31,-3,-4.6,-1,0,.
O=C(Cc1ccccc1)NC(NC(=O)Cc1ccccc1)c1cccc([N+](=O)[O-])c1,-1,-7,3,-1.1,-6,-8,-2.2,-7,2,.
CN(C)S(=O)(=O)c1ccc(NC(=O)CN2CCCCCC2)cc1,10,-17,-3,1.2,16,-5,.,0,2,1.1
C/C(=N\NS(=O)(=O)c1ccccc1)c1ccc2c(c1)OCCO2,5,2,-5,0.2,-2,-6,-1.3,0,-2,0.2
Cc1ccc(NC2=C(Cl)C(=O)OC2OC(=O)c2ccco2)cc1 (stereo not drawn),28,-8,-11,-1.7,6,-7,-4.0,3,-4,3.3
C/C(=N\OCc1nc2ccccc2c(=O)n1/N=C/c1cc([N+](=O)[O-])ccc1O)c1ccccc1,-6,0,10,1.2,20,21,-3.1,-3,-7,.

# Rows were taken by chance (roughly 4.9% active in at least one column).
